# Compound activity (PubChem BioAssay)
# RPL19A TOR yeast = RPL19A-GFP expression modulators in yeast, primary screen, cell-based, S. cerevisiae, multiplex flow cytometry, MLPCN; percent response vs DMSO, % at 10 µM; S. cerevisiae RPL19A-GFP strain, 3 h; active compounds read low; actives 0.3% (n = 330,000);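 active means percent response vs DMSO below 50%; inconclusive means fewer than 70 events counted for the yeast strain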;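 further: median channel GFP fluorescence of the barcoded RPL19A-GFP strain; ratio of sample median GFP to plate DMSO average so 100% = DMSO; lower means less RPL19A-GFP as with rapamycin TOR inhibition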
# AGP1-GFP MLPCN = modulators of AGP1-GFP expression in yeast TOR pathway, primary screen, cell-based, multiplex flow cytometry, S. cerevisiae, MLPCN library; 3 h; GFP as percent of DMSO wells; GFP response vs DMSO, % at 10 µM; actives 0.02% (n = 320,000);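 active means GFP response relative to DMSO above a set limit, near screen average plus 3 SD, cut at about 150% in these data; inconclusive means fewer than 70 cells counted for the yeast strain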;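 further: median GFP channel fluorescence of the gated AGP1 strain per well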
# MEP2 TOR yeast = modulators of MEP2-GFP levels in yeast, primary screen, S. cerevisiae, multiplex flow cytometry, MLPCN library; GFP response vs DMSO, % at 10 µM; S. cerevisiae MEP2-GFP strain, 3 h; 100% = DMSO control level; actives 0.51% (n = 330,000);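 active means GFP response versus DMSO above a set limit, roughly screen mean plus 3 SD, cut at about 180% in these data; inconclusive means fewer than 70 cells counted for a yeast strain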;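 further: median GFP fluorescence of the barcode-gated MEP2-GFP cells per well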
# GASC-1 inh = inhibitors of GASC-1 histone demethylase, primary screen, biochemical, fluorescence, DELFIA europium. Lysine-specific demethylase 4C (Homo sapiens), Q9H3R0. GST-JMJD2C(1-420) H3K9me3 demethylation. inhibition, % at 2.35 µM. actives 0.069% (n = 330,000);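 active means more than half of a compound's replicate wells show inhibition beyond 50%, single wells judged on their own value; inconclusive means some, but no more than half, of replicates pass 50% inhibition; inactive means no replicate passes 50% inhibition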;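 further: signal counts dimethyl H3K9 product captured on neutravidin plate; 0% = median of DMSO wells and 100% = 0.3 times that DMSO median; strong numbers were not always called active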
# GRK2 inh = compounds blocking aptamer binding on GRK2 – biochemical, human GRK2, bead flow cytometry, HTS, primary screen | AID 488847, 2010 | actives 0.59% (n = 330,000) | Beta-adrenergic receptor kinase 1 (Homo sapiens), P25098 | inhibition of aptamer binding, % at 10 µM | FAM-aptamer displacement from GRK2;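 active means inhibition of aptamer binding above 40%, roughly 3 SD of noise, on plates passing a quality check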;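 further: median bead fluorescence of bound FAM aptamer so fluorescent compounds give negative values; no value below 0 was filed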
# Target sequence (P25098 whole entry, looked up): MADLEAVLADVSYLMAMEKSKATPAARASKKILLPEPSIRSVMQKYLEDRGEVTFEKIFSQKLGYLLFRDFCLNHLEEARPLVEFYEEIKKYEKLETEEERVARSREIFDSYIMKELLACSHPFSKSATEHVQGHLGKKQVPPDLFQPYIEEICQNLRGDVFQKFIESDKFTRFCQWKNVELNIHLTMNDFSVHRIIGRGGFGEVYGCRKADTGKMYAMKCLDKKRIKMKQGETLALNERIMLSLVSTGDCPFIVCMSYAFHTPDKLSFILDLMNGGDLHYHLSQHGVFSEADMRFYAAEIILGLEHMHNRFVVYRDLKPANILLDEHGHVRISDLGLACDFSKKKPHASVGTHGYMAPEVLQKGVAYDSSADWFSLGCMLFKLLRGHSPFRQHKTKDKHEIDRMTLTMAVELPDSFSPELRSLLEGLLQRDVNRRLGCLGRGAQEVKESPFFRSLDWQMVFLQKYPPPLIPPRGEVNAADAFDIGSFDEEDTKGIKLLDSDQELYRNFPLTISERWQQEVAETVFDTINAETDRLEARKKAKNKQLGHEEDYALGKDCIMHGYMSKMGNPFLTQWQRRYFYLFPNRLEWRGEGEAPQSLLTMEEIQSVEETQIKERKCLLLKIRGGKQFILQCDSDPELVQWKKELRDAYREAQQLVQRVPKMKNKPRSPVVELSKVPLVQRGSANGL
# LAP4 TOR yeast = modulators of LAP4-GFP expression in yeast, primary screen, S. cerevisiae, multiplex flow cytometry, MLPCN library | AID 2023, 2009 | actives 0.34% (n = 320,000) | 3 h; median GFP as percent of DMSO wells | GFP response vs DMSO, % at 10 µM;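 active means GFP response vs DMSO above a set limit, about the screen mean plus 3 SD, cut at about 150% in these data; inconclusive means under 70 cell events counted for the yeast strain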
# CIT2 TOR yeast = modulators of CIT2-GFP expression in yeast, primary screen, S. cerevisiae, GFP fusion, multiplex flow cytometry, MLPCN library; S. cerevisiae CIT2-GFP strain, 3 h; 100 means same as DMSO wells; GFP response vs DMSO, % at 10 µM; actives 0.065% (n = 320,000);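 active means GFP response relative to DMSO above a set limit, near the screen mean plus 3 SD, cut at about 150% in these data; inconclusive means Fewer than 70 cells measured for a yeast strain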;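 further: ratio of well median GFP fluorescence to mean of DMSO wells on the plate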
# VLA-4 inh = inhibition in human VLA-4 binding assay, primary screen, VLA-4 allosteric modulator project, MLPCN library, flow cytometry, VLA-4 expressing cells | Integrin alpha-4 (Homo sapiens), P13612 | actives 0.2% (n = 330,000) | inhibition, % (about 7 µM as worked out from the volumes in the protocol) | ligand binding flow cytometry; in the data active means inhibition above about 50%
# The depositor's hits bear a star; i = inactive; ? = inconclusive; nt = no result given; & = joins results of further samples.
SMILES,RPL19A TOR yeast,AGP1-GFP MLPCN,MEP2 TOR yeast,GASC-1 inh,GRK2 inh,LAP4 TOR yeast,CIT2 TOR yeast,VLA-4 inh
CC(C)(C)C1CCc2c(sc3c2C(=O)NC(c2ccco2)N3)C1 (centres undefined),100,97,97,12,0,101,nt,14
CCOC(=O)C1=C(COC(=O)CNC(=O)c2ccc(Cl)cc2Cl)NC(=O)NC1C (centres undefined),104,110,101,0,0,108,98,3
COc1cc2c(cc1OC)C(c1cccc([N+](=O)[O-])c1)NC(=O)C2 (centres undefined),106,101,106,i,1,106,106,4
CCN(CC)Cc1ccccc1CNC(=O)c1cccc(S(=O)(=O)Nc2ccc3c(c2)OCO3)c1,92,96,100,-5,0,91,96,10
O=C(c1ccc([N+](=O)[O-])cc1)N1CCSC1c1ccccc1Cl (centres undefined),100,81,107,2,1,87,100,10
Cn1c2ccccc2c2nnc(SCC(=O)NC3CCCC3)nc21,104,102,104,4,0,96,102,-6
NC(=O)SCC(=O)Nc1ccccc1C(=O)O,93,104,100,1,1,nt,98,0
COc1ccc(NC(=O)CCN2C(=O)NC3(CCCC3)C2=O)cc1Cl,99,102,101,-7,1,98,105,7
Cc1ccc([N+](=O)[O-])cc1S(=O)(=O)Nc1ccc(N2CCOCC2)cc1,94,95,103,-13,1,96,89,6
O=C(/C=C/c1ccco1)Nc1ccccc1C(=O)O,95,97,96,8,71*,91,nt,-6
CSc1ccccc1-n1nnnc1SCC(=O)Nc1cc(C)ccc1C,91,92,93,-3,0,90,92,14
O=S(=O)(NCc1cccs1)c1cccc(S(=O)(=O)N2CCCCC2)c1,97,104,98,5,1,98,103,0
COc1ccc(/C=C/C(=O)NCCCNC(=O)/C=C/c2ccc(OC)c(OC)c2)cc1OC,96,95,99,-1,3,95,90,0
Cc1cc(C)n2nc(SCC(=O)Nc3c(C)nn(-c4ccccc4)c3C)nc2n1,101,98,109,-7,0,95,107,0
COc1cc(OC)cc(C(=O)NNC(=O)c2ccc(S(=O)(=O)N3CC(C)OC(C)C3)cc2)c1 (centres undefined),100,93,101,6,2,89,96,0
Cn1cccc1/C=N/n1c(-c2ccc(C(C)(C)C)cc2)n[nH]c1=S,92,100,97,-17,2,96,89,10
Fc1ccc(NC(=S)Nc2ccccc2Cl)cc1,104,104,111,0,4,104,108,-1
O=C1CCC(=O)N1OCCOc1ccc(Cl)c2ccccc12,101,105,104,11,0,105,100,14
CC(C)CNC(=O)CC(c1ccccc1)c1ccccc1,87,96,104,-29,1,86,nt,-5
CCOC(=O)C1CCN(S(=O)(=O)c2cn(C)c(=O)n(C)c2=O)CC1,93,88,92,39,4,87,87,2

# 16 entries from above, ordered by SMILES length, low to high:
SMILES,RPL19A TOR yeast,AGP1-GFP MLPCN,MEP2 TOR yeast,GASC-1 inh,GRK2 inh,LAP4 TOR yeast,CIT2 TOR yeast,VLA-4 inh
Fc1ccc(NC(=S)Nc2ccccc2Cl)cc1,104,104,111,0,4,104,108,-1
CC(C)CNC(=O)CC(c1ccccc1)c1ccccc1,87,96,104,-29,1,86,nt,-5
O=C1CCC(=O)N1OCCOc1ccc(Cl)c2ccccc12,101,105,104,11,0,105,100,14
Cn1c2ccccc2c2nnc(SCC(=O)NC3CCCC3)nc21,104,102,104,4,0,96,102,-6
CC(C)(C)C1CCc2c(sc3c2C(=O)NC(c2ccco2)N3)C1 (centres undefined),100,97,97,12,0,101,nt,14
O=C(c1ccc([N+](=O)[O-])cc1)N1CCSC1c1ccccc1Cl (centres undefined),100,81,107,2,1,87,100,10
O=S(=O)(NCc1cccs1)c1cccc(S(=O)(=O)N2CCCCC2)c1,97,104,98,5,1,98,103,0
Cn1cccc1/C=N/n1c(-c2ccc(C(C)(C)C)cc2)n[nH]c1=S,92,100,97,-17,2,96,89,10
CCOC(=O)C1CCN(S(=O)(=O)c2cn(C)c(=O)n(C)c2=O)CC1,93,88,92,39,4,87,87,2
COc1cc2c(cc1OC)C(c1cccc([N+](=O)[O-])c1)NC(=O)C2 (centres undefined),106,101,106,i,1,106,106,4
Cc1cc(C)n2nc(SCC(=O)Nc3c(C)nn(-c4ccccc4)c3C)nc2n1,101,98,109,-7,0,95,107,0
Cc1ccc([N+](=O)[O-])cc1S(=O)(=O)Nc1ccc(N2CCOCC2)cc1,94,95,103,-13,1,96,89,6
CCOC(=O)C1=C(COC(=O)CNC(=O)c2ccc(Cl)cc2Cl)NC(=O)NC1C (centres undefined),104,110,101,0,0,108,98,3
COc1ccc(/C=C/C(=O)NCCCNC(=O)/C=C/c2ccc(OC)c(OC)c2)cc1OC,96,95,99,-1,3,95,90,0
CCN(CC)Cc1ccccc1CNC(=O)c1cccc(S(=O)(=O)Nc2ccc3c(c2)OCO3)c1,92,96,100,-5,0,91,96,10
COc1cc(OC)cc(C(=O)NNC(=O)c2ccc(S(=O)(=O)N3CC(C)OC(C)C3)cc2)c1 (centres undefined),100,93,101,6,2,89,96,0

# Further records follow.
SMILES,RPL19A TOR yeast,AGP1-GFP MLPCN,MEP2 TOR yeast,GASC-1 inh,GRK2 inh,LAP4 TOR yeast,CIT2 TOR yeast,VLA-4 inh
Cc1cccc(C)c1NC(=O)C1(NC(=O)C2CCCN2C(=O)OC(C)(C)C)CCCCC1 (centres undefined),98,98,103,9,0,95,93,-2
O=C(/C=C/c1cccc([N+](=O)[O-])c1)NCC1CCCO1 (centres undefined),94,nt,96,0,3,99,92,8
O=C1c2ccccc2C(O)(Cc2ccccc2)N1C1CCCCC1 (centres undefined),101,96,93,2,1,84,108,6
COc1ccc(NC(=O)C(NC(C)=O)C(=O)NCc2ccccc2Cl)cc1 (centres undefined),98,98,90,-1,3,95,105,-13
CCc1c(C)sc(NC(=S)Nc2cccnc2)c1C(=O)OC,94,95,86,0,0,107,83,1
NS(=O)(=O)c1ccc(NC(=O)COC(=O)COc2cccc(C(F)(F)F)c2)cc1,95,103,100,2,5,101,99,7
O=C(Nc1ccc(N2CCOCC2)cc1)c1ccccc1SCC(=O)N1CCCC1,99,102,99,-22,0,104,101,-4
C/C(=N/NC(=O)c1ccc2c(c1)OCO2)c1ccc(Br)s1,103,94,100,10,0,97,101,16
CCN(CC)CCN(Cc1cc2cccc(C)c2[nH]c1=O)C(=S)Nc1ccccc1,96,106,100,-11,0,108,97,4
CC(=O)N1CCCc2cc(S(=O)(=O)N3CCc4ccccc4C3)ccc21,92,89,91,25,2,88,99,-7
CC(=O)Nc1cccc(NC(=O)CSc2nnnn2Cc2ccccc2)c1,104,109,103,9,0,101,105,-3
O=C(Nc1ccc(N2CCN(Cc3ccccc3F)CC2)cc1)c1ccccc1[N+](=O)[O-],97,100,93,-11,1,110,91,0
CCOC(=O)C1CCN(S(=O)(=O)c2ccc(-c3nc4ccccc4s3)s2)CC1,100,103,97,-1,0,96,108,14
Cc1nc(N2C(=O)C(=O)/C(=C(/O)c3ccccc3)C2c2ccco2)sc1C (centres undefined),91,86,92,1,2,92,89,-5
Cc1nc2ccc(NS(=O)(=O)c3ccc4c(c3)OCCO4)cc2s1,101,nt,107,4,0,106,113,14
COC(=O)C1CCN(C(=O)CSc2nnc(-c3ccncc3)o2)CC1,96,102,104,-4&2,0,100,98,8
CN(C(=O)c1ccc(OC2CCN(CCc3ccccc3)CC2)cc1)C1CCOCC1,96,102,99,6,0,96,98,-2
CCN1CCN(S(=O)(=O)c2ccc(-c3cc(C)no3)s2)CC1,107,111,127,-19,0,102,113,2
CC(C)COc1ccc(/C(O)=C2/C(=O)C(=O)N(CCN(C)C)C2c2ccncc2)cc1 (centres undefined),97,96,97,6,0,99,97,14
Cc1c(C(=O)N2CCN(c3cccc(Cl)c3)CC2)cccc1[N+](=O)[O-],98,107,109,24,0,96,95,-4
Cc1ccc2nc(-c3ccc(SCC(=O)Nc4cc(C)on4)nc3)[nH]c2c1,103,103,103,2,0,95,99,10
Cc1nc(N2CCOCC2)[nH]c(=O)c1C,97,99,98,5,1,97,96,14
Cc1cccnc1NC(=O)c1ccc(S(=O)(=O)N2CCC(C)CC2)cc1,98,104,105,4,0,100,96,-1
Cc1ccccc1CNC(=O)Nc1cccs1,87,nt,85,2,1,86,92,-1
CCN(CC)S(=O)(=O)c1ccc(Cl)c(NC2=NCCCCC2)c1,103,118,109,3,3,102,127,1
O=C(CNC(=O)c1ccncc1)N/N=C/c1ccccn1,101,104,98,4,0,94,104,9
COc1ccc(CCNC(=O)CSc2nnc(Cc3csc(N)n3)n2C)cc1OC,96,96,108,6&1,2,102,92,-14
Cc1ccccc1N1CC(O)(c2cccs2)[N+]2=C1CCCC2 (centres undefined),100,104,104,nt,0,93,97,23
O=C(NCCN1C(=O)S/C(=C\c2ccc(Cl)c([N+](=O)[O-])c2)C1=O)C1=COCCO1,92,92,98,6,0,95,79,17
Cc1nn(C)c(C)c1N=Cc1c(O)ccc2ccccc12,97,88,91,-3,0,89,84,6
CCOC(=O)N1CCN(S(=O)(=O)c2ccc3c(c2)CCN3C(=O)CC)CC1,102,103,99,-4,0,98,102,-1
COc1cc2c(cc1OC)C(c1ccccc1)N(C(=O)c1ccccc1)CC2 (centres undefined),108,106,102,8,0,92,107,4
Cc1ccc(NC(=O)NNC(=O)c2cc3ccccc3cc2O)cc1C,97,94,102,13,0,92,97,-1
CCCn1c(SCC(=O)Nc2c(CC)cccc2CC)nnc1C(C)C,97,99,102,-35,0,99,94,6
Cc1nc(N2CCN(Cc3ccc4c(c3)OCO4)CC2)nc2c1C(=O)CC(c1ccco1)C2 (centres undefined),98,97,102,-2,0,99,95,-34
Cc1ccc(NC(=O)COC(=O)Cn2cnc3c2c(=O)n(C)c(=O)n3C)cc1,102,105,100,15,1,104,106,-2
COCCCn1c(=O)c2ccccc2n(CC(=O)Nc2ccc3c(c2)OCCO3)c1=O,104,101,105,-7,1,97,101,27
c1ccc2[nH]c(N3CCOCC3)nc2c1,93,89,94,-21,0,89,85,-10
COc1cccc(NC(=O)CN(C)C(=O)COc2ccccc2Cc2ccccc2)c1,96,99,96,-7,0,98,96,8
CCC(=O)NC(=S)Nc1cccc(-c2nc3ncccc3o2)c1,102,105,105,89,0,99,108,2
CCc1ccccc1N1CCN(S(=O)(=O)c2ccc(F)c(C)c2)CC1,101,95,98,-9,5,103,97,-2
COc1cc(OC)c(C2N(c3ccccn3)C(=O)C3CCCN32)cc1OC (centres undefined),101,97,98,1,0,97,98,-6
CCOC(=O)c1sc(NC(=O)c2cc(S(=O)(=O)N3CCOCC3)ccc2C)nc1C,?,?,?,-24&12,0,?,?,-2
Cc1ccc(S(=O)(=O)N(CC(=O)Nc2cc(C)ccc2C)C(=O)N2CCN(C)CC2)cc1,103,106,99,12,2,106,99,-1
O=C(CC1CCCC1)Nc1nnc(C2CC2)s1,94,90,106,-8,1,91,93,4
